Screening results deposited in PubChem by Broad Institute.
p53 PUMA act: mutant p53 pathway re-activators, primary screen, cell-based, SW480, luciferase, single point, HTS. SW480 PUMA-promoter luciferase, p53 mutant reactivation. activation, % at 9.98 µM. actives 1.5% (n = 28,000); in the data active = activation above about 52%
STK33 inh: STK33 kinase inhibitors, primary screen, biochemical, luminescence, ADP-Glo, MBP substrate; actives 0.44% (n = 27,000); Serine/threonine-protein kinase 33 (Homo sapiens), Q9BYT3; inhibition, % at 12.5 µM; in the data active = inhibition above about 20%
Target sequence (Q9BYT3 whole entry, looked up): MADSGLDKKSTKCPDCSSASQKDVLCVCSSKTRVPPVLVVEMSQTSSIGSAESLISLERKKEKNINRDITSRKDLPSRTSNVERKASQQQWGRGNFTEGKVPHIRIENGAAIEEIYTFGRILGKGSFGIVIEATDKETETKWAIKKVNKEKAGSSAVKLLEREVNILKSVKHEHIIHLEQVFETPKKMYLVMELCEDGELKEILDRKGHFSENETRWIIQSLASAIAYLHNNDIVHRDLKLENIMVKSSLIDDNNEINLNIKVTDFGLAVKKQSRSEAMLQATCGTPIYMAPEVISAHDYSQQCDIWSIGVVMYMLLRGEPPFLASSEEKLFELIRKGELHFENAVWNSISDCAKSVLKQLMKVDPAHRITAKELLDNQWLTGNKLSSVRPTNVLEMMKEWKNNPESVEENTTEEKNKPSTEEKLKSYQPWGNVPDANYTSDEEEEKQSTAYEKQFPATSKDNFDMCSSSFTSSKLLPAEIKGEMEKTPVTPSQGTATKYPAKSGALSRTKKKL
* hit, by the source's call; / = no result given; & = joins results of further samples.

SMILES | p53 PUMA act | STK33 inh
COc1cccc2cc(-c3nnc(SCC(=O)Nc4cccc(F)c4)n3C)oc12 | -40 | 1
COc1ccccc1CNC(=O)c1cc(-c2ccncc2)nc2c(Cl)cccc12 | -4 | -1
O=C(c1ccc(Cl)cc1)N1CCCc2ccccc21 | / | -1
C[C@H](CO)N1C[C@H](C)[C@@H](CN(C)Cc2ccc(-c3ccccc3)cc2)Oc2ccc(NC(=O)C3CCCCC3)cc2C1=O | / | -1
C[C@@H]1CCCCO[C@@H](CN(C)C(=O)Nc2ccc(F)cc2)[C@@H](C)CN([C@H](C)CO)C(=O)c2cc(NC(=O)CCC(F)(F)F)ccc2O1 | / | 2
O=C(CNC(=O)c1ccco1)Nc1ccc(F)cc1 | 20 | 0
C[C@H](CO)N1C[C@H](C)[C@H](CN(C)S(=O)(=O)c2cccc(F)c2)Oc2ncc(C#CCN(C)C)cc2C1=O | / | -1
COc1cc(OC)c2c(=O)cc(-c3ccccc3)oc2c1 | / | -33
COc1ccc(-c2cc(C(F)(F)F)n3nc(C(=O)NCCCN4CCOCC4)cc3n2)cc1OC | 13 | -3
COCCOC(=O)N1C(=O)[C@@]2(c3cc(C#CCC(C(=O)OC)C(=O)OC)ccc31)[C@H](C(=O)NC[C@H](O)c1ccccc1)[C@H]1C(=O)O[C@H](c3ccccc3)[C@H](c3ccccc3)N1[C@@H]2c1ccc(O)cc1 | / | 3
O=C(Nc1sc2c(c1C(=O)NCc1ccco1)CCCC2)c1sc2ccccc2c1Cl | -47 | 3
CCCCC(=O)N(Cc1ccc(-c2ccccc2-c2nn[nH]n2)cc1)[C@H](C(=O)O)C(C)C | 5 | 1
CNC[C@@H]1OCCCC[C@@H](C)Oc2ccc(NC(=O)NC(C)C)cc2C(=O)N([C@@H](C)CO)C[C@H]1C | 5 | /
C[C@@H]1CCCCO[C@@H](CN(C)Cc2ccc3c(c2)OCO3)[C@@H](C)CN([C@@H](C)CO)C(=O)c2cc(NC(=O)CCCN(C)C)ccc2O1 | 6 | /
C[C@@H]1CN([C@H](C)CO)C(=O)c2cccc(NC(=O)c3ccncc3)c2O[C@H]1CN(C)Cc1ccc(C(=O)O)cc1 | 5 | /
CC(C)CC#Cc1ccc2c(c1)O[C@H](CN(C)C(=O)c1cccnc1)[C@H](C)CN([C@H](C)CO)S2(=O)=O | -8 | /
C[C@H](CO)N1C[C@H](C)[C@H](CN(C)Cc2ccc(C(=O)O)cc2)Oc2ccc(NC(=O)Nc3ccc(F)cc3)cc2C1=O | / | -1
C[C@H](CO)N1C[C@H](C)[C@@H](CN(C)C(=O)C2CCCCC2)OCCCC[C@H](C)Oc2ccc(N(C)C)cc2C1=O | 0 | /
CN(C)CCN1C(=O)c2ccccc2N(C)c2ccccc21 | 3 | 0
C[C@@H]1CN([C@@H](C)CO)C(=O)Cc2cc(NC(=O)C3CCCCC3)ccc2O[C@@H]1CN(C)Cc1ccncc1 | / | 0
C[C@@H]1CCCCO[C@H](CN(C)C(=O)c2ccncc2)[C@H](C)CN([C@@H](C)CO)C(=O)c2cc(NS(=O)(=O)c3ccccc3)ccc2O1 | 5 | /
CCCC#Cc1cnc2c(c1)C(=O)N([C@@H](C)CO)C[C@@H](C)[C@H](CN(C)C(=O)NCCC)O2 | 7 | /
C[C@@H]1CN([C@@H](C)CO)C(=O)Cc2cc(NC(=O)Cn3cnnn3)ccc2O[C@H]1CN(C)Cc1ccc(C(=O)Nc2ccccc2N)cc1 | -16 | /
C=CCNC(=O)[C@@H]1[C@H]2C(=O)O[C@H](c3ccccc3)[C@H](c3ccccc3)N2[C@H](c2ccc(OCCO)cc2)[C@@]12C(=O)N(C(=O)OCCOC)c1ccc(C#Cc3ccc(OC)cc3)cc12 | / | 9
C[C@H](CO)N1C[C@H](C)[C@H](CN(C)Cc2ccc(C(=O)O)cc2)Oc2ccc(NC(=O)CCN3CCOCC3)cc2C1=O | / | -1
C[C@@H]1CN([C@@H](C)CO)C(=O)c2cccc(NC(=O)Nc3ccc4c(c3)OCO4)c2O[C@@H]1CN(C)C(=O)NC1CCCCC1 | -11 | /
Cc1cc(C)c(NC(=O)CSc2nnc(-c3ccncc3)n2-c2ccccc2)c([N+](=O)[O-])c1 | 3 | -1
C[C@H](CO)N1C[C@H](C)[C@@H](CN(C)Cc2cccc3c2OCCCO3)OCc2cn(nn2)CCCC1=O | 9 | -2
CCn1c(SCC(=O)Nc2cccc(F)c2)nnc1-c1ccc(Cl)cc1Cl | -17 | -5
N#C/C(=C\c1ccc(O)c(O)c1)C(=O)NC1CCC(CC2CCC(NC(=O)/C(C#N)=C/c3ccc(O)c(O)c3)CC2)CC1 (stereo not drawn) | -84 | /
COc1ccc(S(=O)(=O)Nc2ccc3c(c2)CC(=O)N([C@@H](C)CO)C[C@@H](C)[C@@H](CN(C)Cc2ccc(C(F)(F)F)cc2)O3)cc1 | 5 | 4
Cc1cccc(NC(=O)C(C)NS(=O)(=O)c2ccccc2)c1 (stereo not drawn) | -12 | -2
C[C@H](CO)N1C[C@H](C)[C@@H](CN(C)Cc2cccnc2)Oc2ncc(C#CC3(O)CCCC3)cc2C1=O | 12 | /
C[C@@H]1CN([C@H](C)CO)C(=O)Cc2cc(NS(=O)(=O)c3ccccc3)ccc2O[C@H]1CN(C)C(=O)Nc1ccccc1 | 11 | -1
COc1ccc(S(=O)(=O)N(C)C[C@@H]2OCc3cn(nn3)CCCC(=O)N([C@H](C)CO)C[C@H]2C)cc1 | / | 0
Cc1noc(C)c1S(=O)(=O)Nc1ccc2c(c1)CC(=O)N([C@H](C)CO)C[C@H](C)[C@H](CN(C)S(=O)(=O)c1cn(C)cn1)O2 | / | 2
COc1ccc(NC(=O)N(C)C[C@H]2Oc3ccc(NC(=O)CCN4CCOCC4)cc3CC(=O)N([C@@H](C)CO)C[C@@H]2C)cc1 | / | -2
COC(=O)c1ccccc1NC(=O)c1ccc(COc2ccccc2)o1 | 103* | 4
Cc1ccc(S(=O)(=O)Nc2ccc3c(c2)C(=O)N([C@H](C)CO)C[C@H](C)[C@@H](CN(C)CC2CCCCC2)OCCCC[C@@H](C)O3)cc1 | / | 1
C[C@H]1CN([C@@H](C)CO)C(=O)Cc2cc(NS(C)(=O)=O)ccc2O[C@H]1CN(C)C(=O)Nc1ccccc1 | 8 | /

5 entries already listed, sorted by SMILES length, highest first.
SMILES | p53 PUMA act | STK33 inh
Cc1ccc(S(=O)(=O)Nc2ccc3c(c2)C(=O)N([C@H](C)CO)C[C@H](C)[C@@H](CN(C)CC2CCCCC2)OCCCC[C@@H](C)O3)cc1 | / | 1
C[C@@H]1CCCCO[C@H](CN(C)C(=O)c2ccncc2)[C@H](C)CN([C@@H](C)CO)C(=O)c2cc(NS(=O)(=O)c3ccccc3)ccc2O1 | 5 | /
N#C/C(=C\c1ccc(O)c(O)c1)C(=O)NC1CCC(CC2CCC(NC(=O)/C(C#N)=C/c3ccc(O)c(O)c3)CC2)CC1 (stereo not drawn) | -84 | /
COc1ccc(S(=O)(=O)N(C)C[C@@H]2OCc3cn(nn3)CCCC(=O)N([C@H](C)CO)C[C@H]2C)cc1 | / | 0
C[C@H](CO)N1C[C@H](C)[C@@H](CN(C)Cc2cccnc2)Oc2ncc(C#CC3(O)CCCC3)cc2C1=O | 12 | /

(listing goes on)
SMILES | p53 PUMA act | STK33 inh
CSc1nc(N)nc(SCCS(=O)(=O)c2ccc(Cl)cc2)c1C#N | -3 | 0
CC(C)NC(=O)Nc1ccc2c(c1)C(=O)N([C@@H](C)CO)C[C@@H](C)[C@@H](CN(C)C(=O)Nc1cccc3ccccc13)OCCCC[C@@H](C)O2 | -23 | /
CN(C)Cc1nc(-c2cn(C)c3ccccc23)no1 | 33 | 1
Cc1ccc(S(=O)(=O)N(C)C[C@H]2Oc3ccc(NC(=O)Cc4ccccc4)cc3CC(=O)N([C@@H](C)CO)C[C@@H]2C)cc1 | / | 6
COc1ccc(-c2cc(=O)c3c(O)cc(O)c(-c4cc(-c5cc(=O)c6c(O)cc(O)cc6o5)ccc4OC)c3o2)cc1 | / | 0
O=C(O)C1CC=CCC1C(=O)Nc1ccc(S(=O)(=O)N2CCCc3ccccc32)cc1 (stereo not drawn) | 1 | -1
C[C@@H]1CN([C@@H](C)CO)C(=O)c2cc(NS(=O)(=O)c3cccs3)ccc2O[C@@H](C)CCCCO[C@@H]1CN(C)Cc1ccccc1 | -7 | /
O=C(Nc1ccccc1[N+](=O)[O-])c1cccc(S(=O)(=O)Nc2ccccc2)c1 | -1 | 0
CC(C)NC(=O)N(C)C[C@H]1Oc2ccc(NC(=O)Nc3ccc4c(c3)OCO4)cc2C(=O)N([C@@H](C)CO)C[C@@H]1C | / | -2
Cn1c(SCC(=O)Nc2ccc(Cl)cc2Cl)nnc1-c1ccc(Cl)cc1 | 4 | 0
C[C@H](CO)N1C[C@H](C)[C@@H](CN(C)Cc2ccccc2)Oc2ncc(Br)cc2C1=O | 10 | /
C[C@H]1CN([C@@H](C)CO)C(=O)Cc2cc(NC(=O)Nc3cccc4ccccc34)ccc2O[C@@H]1CN(C)Cc1ccc(Oc2ccccc2)cc1 | / | 9
C[C@@H]1CN([C@@H](C)CO)C(=O)c2cc(NS(C)(=O)=O)ccc2O[C@@H]1CN(C)Cc1ccc(-c2ccccc2)cc1 | / | 0
C[C@@H]1CN([C@H](C)CO)C(=O)c2cc(NS(=O)(=O)c3ccc(F)cc3)ccc2O[C@H]1CN(C)C(=O)Nc1ccccc1 | / | -1
C[C@@H]1CN([C@@H](C)CO)C(=O)CCCn2cc(nn2)CO[C@@H]1CN(C)CC1CCCCC1 | / | -2
COc1cccc(S(=O)(=O)N(C)C[C@@H]2Oc3ncc(C#Cc4ccc(C(F)(F)F)cc4)cc3C(=O)N([C@H](C)CO)C[C@@H]2C)c1 | / | 8
C[C@@H]1CN([C@@H](C)CO)C(=O)c2cc(-c3cccc(C#N)c3)cnc2O[C@@H]1CN(C)C(=O)C1CCC1 | 11 | /
C[C@H]1CCCCO[C@H](CN(C)C(=O)Nc2cccc3ccccc23)[C@@H](C)CN([C@@H](C)CO)C(=O)c2cc(NC(=O)C3CCCCC3)ccc2O1 | -43 | /
C[C@@H]1CCCCO[C@H](CN(C)C(=O)C2CCCCC2)[C@@H](C)CN([C@H](C)CO)C(=O)c2cc(NC(=O)c3ccncc3)ccc2O1 | -5 | 1
CCOC(=O)c1cnc2c(OC)cccc2c1N1CCC2(CC1)OCCO2 | / | -2
CC(C)NS(=O)(=O)c1ccc(OCC(=O)N2CCOCC2)cc1 | -6 | 1
O=C(CSc1nc(-c2ccccc2)cc(=O)[nH]1)Nc1ccccc1 | -9 | -2
CCCc1cc(=O)n2[nH]c(NCc3cccc([N+](=O)[O-])c3)nc2n1 | -3 | 5
O=S(=O)(Cc1ccc(Cl)cc1)C1CCCCC1O (stereo not drawn) | / | 0
C[C@H](CO)N1C[C@H](C)[C@H](CN(C)Cc2ccncc2)Oc2ccc(NC(=O)C3CCCCC3)cc2C1=O | / | 1
COc1cc(-c2nnc(SCC(=O)c3ccccc3)n2-c2ccccc2)cc(OC)c1OC | 5 | 3
COc1ccc2c(c1)C(=O)CC(c1ccccc1)O2 (stereo not drawn) | 60* | -1
C[C@H]1CN([C@@H](C)CO)C(=O)Cc2cc(NS(=O)(=O)c3cn(C)cn3)ccc2O[C@@H]1CN(C)S(=O)(=O)c1cn(C)cn1 | -4 | 4
Cc1cc(NC(=O)CCSc2nc(-c3ccco3)cc(C(F)(F)F)n2)n(-c2ccccc2)n1 | 12 | -5
COCCOC(=O)N1C(=O)[C@@]2(c3ccccc31)[C@H](c1ccccc1OCCO)N1[C@H](c3ccccc3)[C@H](c3ccccc3)OC(=O)[C@H]1[C@@H]2C(=O)N1CCCCCCC1 | / | -2
CN(C)C(=O)C(CCN1CCC(O)(c2ccc(Cl)cc2)CC1)(c1ccccc1)c1ccccc1 | / | 0&3
N#Cc1c(-c2ccc(Cl)cc2)[nH]c(SCc2ccccc2)nc1=S | / | -4
CC(C)NC(=O)Nc1ccc2c(c1)CC(=O)N([C@@H](C)CO)C[C@H](C)[C@@H](CN(C)Cc1ccc(Cl)c(Cl)c1)O2 | / | 0
COC(=O)c1cc(NC(=O)COc2ccccc2OC)cc(C(=O)OC)c1 | 3 | 1
CC(=O)Nc1ccc(Br)cc1-c1nc2ccccc2nc1OCc1ccc(Cl)cc1 | -18 | -1
Cc1ccc(S(=O)(=O)Nc2ccc3c(c2)C(=O)N([C@@H](C)CO)C[C@H](C)[C@H](CN(C)S(=O)(=O)c2ccccc2)O3)cc1 | / | 3
CC(C)Cc1c(O)nc(SCC(=O)NC(C)(C)C)[nH]c1=O | / | 0
CC(C)(C)NS(=O)(=O)c1ccc(NC(=O)CSc2nc3ccccc3s2)cc1 | 1 | 2
O=C1c2oc3ccccc3c(=O)c2C(c2cccc(Oc3ccccc3)c2)N1CCCO (stereo not drawn) | 7 | 2
CC(C)OC(=O)N(C)C[C@H]1OCc2cn(nn2)CCCC(=O)N([C@@H](C)CO)C[C@H]1C | / | 3
C[C@@H]1CN([C@H](C)CO)C(=O)c2cc(NC(=O)Nc3ccccc3)ccc2O[C@H]1CN(C)Cc1ccncc1 | 1 | /

Reformatted with each value named: part of the list above.
CC(=O)Nc1ccc(Br)cc1-c1nc2ccccc2nc1OCc1ccc(Cl)cc1
- p53 PUMA act: -18
- STK33 inh: -1

Cc1ccc(S(=O)(=O)Nc2ccc3c(c2)C(=O)N([C@@H](C)CO)C[C@H](C)[C@H](CN(C)S(=O)(=O)c2ccccc2)O3)cc1
- p53 PUMA act: /
- STK33 inh: 3

CC(C)Cc1c(O)nc(SCC(=O)NC(C)(C)C)[nH]c1=O
- p53 PUMA act: /
- STK33 inh: 0

Not all compounds are listed; the hit share may differ from the screen's.
